Growth percent in the NCI-60 one-dose screen (48 h, 10 µM unless noted): 100 = growth as untreated, 0 = no growth, -100 = all killed.
SNB-75: SNB-75 CNS cancer. 5% of 79,000 active
SNB-19: SNB-19 CNS cancer cells | 2.5% of 81,000 active | AID 1794751
HCT-116: HCT-116 colon cancer; 7.3% of 82,000 active; AID 1794798
SW-620: SW-620 colon cancer; AID 1794795; 5.2% of 82,000 active
HCC-2998: HCC-2998 colon cancer; 4.7% of 79,000 active
SF-268: SF-268 CNS cancer cells; 3.1% of 82,000 active; AID 1794759
HCT-15: HCT-15 colon cancer; 5.2% of 82,000 active
HT29: HT29 colon cancer | 7.4% of 81,000 active
KM12: KM12 colon cancer cells; 5% of 82,000 active
Numbers without * were called inactive; · = no result given; & = joins results of further samples. How the source made its calls: active means growth percent below 10; inactive means the rest.

SMILES	SNB-75	SNB-19	HCT-116	SW-620	HCC-2998	SF-268	HCT-15	HT29	KM12
S=c1[nH]c2ccccc2o1	93	105	97	107	111	99	107	103	101
COc1ccc(-c2nnc(CSc3nc4sc(C(N)=O)c(C)c4c(=O)n3Cc3ccccc3)o2)cc1	83	93	99	109	116	101	97	112	98
O=S(=O)(NCCCNc1cc(-c2c(-c3cccc(O)c3)nc3sccn23)ccn1)c1ccc(F)cc1	29	97	81	106	109	73	73	87	92
COc1ccc(C(=O)COc2ccc3c(c2)O/C(=C\c2cc(OC)c(OC)c(OC)c2)C3=O)cc1	105	106	90	105	102	93	106	122	82
COCCN(CCOC)/N=N/c1nc[nH]c1C(N)=O	92	103	86	102	108	109	103	103	103
Cc1ccc2c(c1)=NC(=O)/C(=C\c1sc(Nc3ccc(S(N)(=O)=O)cc3)nc1O)C=2	102	103	109	113	100	107	102	106	98
COC(=O)c1ccc(O)c(CN2CCN(c3cc4c(cc3F)c(=O)c(C(=O)O)cn4C3CC3)CC2)c1	87	104	94	107	102	96	101	105	103
CN(C)c1ccc(C2C=Cc3ccccc3N2C(=O)c2ccccc2)cc1 (stereo not drawn)	79	107	83	93	97	86	72	94	63
CC1=CN2C(=O)C3C4=C(CCCC4)SC3N=C2CN1c1c(C)cccc1C (stereo not drawn)	106	104	55	89	97	89	50	84	97
Nc1cc(O)cc(O)c1	92	97	96	107	98	100	98	95	100
CCC(C)(O)C#CC(C)(O)CC (stereo not drawn)	97	102	107	103	112	92	104	107	108
S=c1ccnc[nH]1	120	102	97	108	104	113	103	110	109
CN(C)c1ccc(/C=C2\Cc3c(Br)cccc3C2=O)cc1	77	88	47	73	91	95	68	76	69
CSc1nc(N)c(N=Nc2ccc(S(=O)(=O)Nc3nnc(C)s3)cc2)c(=O)[nH]1	107	103	109	93	117	101	109	104	99
NC(=O)N(N)CCO	92	98	95	99	109	107	107	106	104
COc1ccc2ccccc2c1Cc1ccc(N(C)C)cc1	80	103	88	98	97	96	101	89	94
Cc1ccc(-c2cc(-c3nnc(/C=C/c4ccc5c(c4)OCO5)o3)[nH]n2)cc1C	92	99	114	106	103	112	85	113	90
CCOC(=O)C1=C(C)NC(=S)NC1c1ccc2c(c1)OCO2 (stereo not drawn)	84	95	99	102	106	98	108	110	108
O=C(NCc1cccnc1)c1ncoc1-c1ccc2c(c1)OCCO2	69	114	101	115	94	107	106	105	111
O=C(N=Nc1c(O)[nH]c2ccc(Br)cc12)c1ccc2nc(-c3ccccc3)[nH]c2c1	-47*	-48*	-28*	-60*	-78*	-53*	63	-41*	2.9*
CC(CNC1CCCCC1)OC(=O)c1ccc([N+](=O)[O-])cc1 (stereo not drawn)	120	104	101	100	·	107	106	93	104
CCCC1CC(C(C)=O)C(=O)O1 (stereo not drawn)	98	100	90	103	105	96	99	93	102
CC/C(=C(/c1ccc(Cl)cc1)c1ccc(OCCN2CCCCC2)cc1)c1ccccc1	106	81	52	53	101	87	47	19	61
O=Cc1ccc(O)c(O)c1	87	86	98	113	93	74	103	105	91
N#C/C(=C\c1ccc(-c2ccc(Cl)cc2)o1)C(=O)Nc1ncc(Cc2ccc(Br)cc2)s1	-18*	3.4*	-33*	-40*	62	33	15	7.3*	9.5*
(list continues)
SMILES	SNB-75	SNB-19	HCT-116	SW-620	HCC-2998	SF-268	HCT-15	HT29	KM12
Cc1ccc(C(=O)c2ccc(C)cc2)cc1	99&86	105&87	98&92	101&104	100&87	98&95	102&100	102&95	108&102
CCN(CC)CCOc1ccc(-c2c(-c3ccc(OC)cc3)c(=O)oc3ccccc23)cc1	94	78	72	89	102	91	81	39	95
O=c1[nH]c(=O)c2cc3ccccc3nc2[nH]1	77	97	103	105	94	95	97	·	97
N#CC(C#N)=C(NC(=O)c1ccccc1)SCc1ccccc1	81	89	107	104	117	98	97	115	100
Cc1cc(C(NC(=O)CCCCCNc2cccc3c2C(=O)N(C2CCC(=O)NC2=O)C3=O)c2cccnc2)c(O)c2ncccc12 (stereo not drawn)	9.0*	22	25	13	2.3*	24	19	21	18
COc1ccc(C(=O)Cn2c(C(=O)c3ccc(OC)cc3)nc3ccccc32)cc1	10	49	12	9.8*	22	44	16	15	25
CC(=O)COc1ccc(/C=C2\CCC/C(=C\c3ccc(OCC(C)=O)c(Br)c3)C2=O)cc1Br	106	94	16	94	·	97	93	73	82
COCCNc1nc2ccccc2c2c(=O)c3cc(F)ccc3sc12	90	92	88	94	101	93	93	98	90
Cc1ccc(C)n1C1c2ccccc2Oc2ccccc21	91	106	59	107	110	103	87	89	87
COC(=O)C(Cc1c[nH]c2ccccc12)N1CC(=O)N2[C@@H](c3ccccc3)SC[C@H]2C1=O (stereo partly drawn)	84	106	104	103	106	108	104	105	103
CN1CCN(Cc2ccc(NC(=O)c3nc4ccc5[nH]ncc5c4c4c3CCCC4)cc2C(F)(F)F)CC1	-90*	-89*	-90*	-60*	-81*	-76*	-75*	-83*	-73*
NS(=O)(=O)c1ccc(CCN2C(=O)/C(=C\c3ccc(Cl)cc3)C=C2c2ccc(Cl)cc2)cc1	63	94	91	101	111	90	97	107	103
C=CC/C(=C/CCC)CCC	86	106	105	109	99	110	112	69	109
N#Cc1cnc2n(c1=N)CCCCC2	103	112	116	106	·	126	98	99	110
O=C1/C(=C/c2cc(Cl)cc(Cl)c2)Cc2cc3c(cc21)OCO3	94	94	92	101	111	101	93	113	98
Cc1cc(N)nc(C)n1	87	97	102	103	106	107	99	96	103
NC(=O)C1CCC(=O)N1 (stereo not drawn)	96	113	107	109	90	113	104	112	112
CCOC(=O)c1c(N2CCCC2)[nH]c(=O)c(C=Nc2cc(Cl)cc(Cl)c2)c1O	77	100	96	108	110	88	111	105	117
CCCCCCCCCCCC(=O)OCCP(=O)(OCC)OCC	118	105	105	109	92	100	101	106	102
Cn1c(=O)c2[nH]c(SCC(=O)c3ccccc3)nc2n(C)c1=O	96	106	96	110	106	99	90	106	96
Cc1ccc(/C=C2\N=C(c3ccccc3)NNC2=O)cc1	·	102	102	104	105	109	114	103	105
CN(/C(N)=N/N=C(\c1ccccc1)c1ccccn1)C1CCCCC1	97	105	89	106	104	93	107	106	104
c1ccc2c(c1)[nH]c1c(-c3ccc(-c4nccc5c4[nH]c4ccccc45)cc3)nccc12	82	106	88	108	102	105	100	89	99
C[C@]12CC[C@@H]3c4ccc(OC(=O)c5ccccc5)cc4CC[C@H]3[C@@H]1CC[C@@H]2O	94	92	63	80	104	87	70	32	90
O=C(SCN1CCCCC1)c1ccccc1	82	102	109	114	103	104	102	98	98
Further entries follow.
SMILES	SNB-75	SNB-19	HCT-116	SW-620	HCC-2998	SF-268	HCT-15	HT29	KM12
Cc1nn(-c2ccccc2)c2nc(Cl)c(/C=C/C(=O)c3ccc(Br)cc3)c(-c3ccc(Br)cc3)c12	96	101	100	102	107	101	102	111	106
CN1C(=O)C(=Cc2ccc3c(c2)Cc2ccccc2-3)C(=O)N(C)C1=O	76	108	103	107	107	101	96	95	105
C=C(C)/C([O-])=N/[N+](C)(C)CC(O)CCCCCCCCCCCC (stereo not drawn)	61	76	66	91	99	88	81	85	84
Cc1ccc(S(=O)(=O)NCCCNc2nccc(-c3cn(C(C)(C)C)nc3-c3ccc(F)c(O)c3)n2)cc1	102	107	76	113	152	85	73	57	100
COc1cc2nc(N3CCCC3)nc(Nc3ccccc3)c2cc1OC	99	50	-79*	-20*	-51*	-0.2*	-43*	-71*	33
CC(C)c1cc(C(=O)O)c(O)c(C(C)C)c1.CC(C)c1cc(C(=O)O)c(O)c(C(C)C)c1.[Mn]	106	92	103	106	134	96	108	119	98
CCCCCCCCNC=O	101	107	97	108	94	101	103	102	101
CCOC(=O)C=O	95	105	100	109	104	103	103	105	98
CCCCC#CC(=O)OCC	86	100	97	110	108	115	99	113	107
CC[C@H](CC[C@@H](C)[C@H]1CC[C@H]2[C@@H]3CC(=O)C4=CC(=O)/C(=C\c5ccco5)C[C@]4(C)[C@H]3CC[C@]12C)C(C)C	92	94	68	92	107	102	82	92	97
COc1cc(-c2nn(C)nc2-c2cc3ccccc3s2)cc(OC)c1OC	48	27	16	27	49	40	17	-1.2*	20
Clc1cc2nc3c(nc2cc1Cl)-c1cccc2cccc-3c12	86	100	92	102	101	108	95	99	95
O=C(C1=C(O)CC2c3ccccc3N(Cc3ccccc3)C12)N1CCCCC1 (stereo not drawn)	93	101	105	103	105	100	107	107	102
O=C(Nc1ccc(Oc2ccc(F)cc2)c(Cl)c1)c1cccnc1	·	93	88	93	91	95	84	89	76
CCO[C@H]1CC[C@@]2(C)C(=CC[C@H]3[C@@H]4CC[C@H]([C@H](C)CCCC(C)C)[C@@]4(C)CC[C@@H]32)C1	95	98	97	104	102	101	100	99	103
CCCC(C)OCC(=O)O (stereo not drawn)	86	100	101	101	106	99	104	109	101
O=C(Nc1ccccc1)Nc1ccc(OCc2ccc(F)cc2)cc1	74	93	104	98	103	94	97	104	99
CC(C)(C)N	91	101	107	102	116	105	94	105	103
COc1ccc(C(=O)CSc2nc3[nH]c(=O)n(C)c(=O)c3[nH]2)cc1	98	100	110	97	109	98	100	106	107
COc1ccc2[nH]c(O)c(N=NC(=O)c3oc4ccccc4c3CN3CCN(c4ccccc4)CC3)c2c1	·	100	105	106	107	107	101	108	104
COc1cc(-c2nc(-c3nnc(-c4ccc(C(F)(F)F)cc4)o3)c3ccccn23)cc(OC)c1OC	77	107	77	99	94	83	90	91	92
Nc1ccc(N=Nc2ccccc2Cl)c(N)n1	69	90	84	87	98	88	83	92	96
CC/C(=C(/Br)Cn1cnc2c(Cl)ncnc21)c1ccccc1	·	100	105	107	107	106	116	92	109
CC(C)C[C@H](C(=O)O)N(C)C(=O)[C@@H]1CCCN1C(=O)[C@H](C)O	99	106	103	103	101	100	104	98	96
CC1(C)CC(=O)C2=C(C1)N(c1ccc(OC(F)(F)F)cc1)C(N)=C(C#N)C2c1ccc(Cl)cc1 (stereo not drawn)	53	57	68	101	95	74	97	87	87
The listing continues.
SMILES	SNB-75	SNB-19	HCT-116	SW-620	HCC-2998	SF-268	HCT-15	HT29	KM12
O=C(Oc1ccc(Cl)cc1Cl)C(=O)Oc1ccc(Cl)cc1Cl	91	100	104	108	104	103	101	103	104
CC(C)(C)c1ccc(N)cc1[N+](=O)[O-]	97	114	88	107	100	95	99	99	98
COc1ccc(Nc2ncc(Br)c(NCCCNC(=O)c3cccs3)n2)cc1	49	57	26	25	81	13	34	52	21
O=c1[nH]ncc(Br)c1Br	80	72	15	-80*	54	-18*	16	-35*	46
COc1cc(-c2nn(-c3cccc(NC(=O)Nc4cccc(C(F)(F)F)c4)c3)cc2-c2ccncc2)ccc1Cl	·	23	0.1*	8.9*	-18*	2.4*	5.3*	-64*	-28*
CC(C)(C)CC(C)(C)c1cc(Cc2cc(C(C)(C)CC(C)(C)C)cc(-n3nc4ccccc4n3)c2O)c(O)c(-n2nc3ccccc3n2)c1	81	116	104	107	119	109	109	98	106
CCSCCSCC	106	103	89	107	100	103	103	97	105
Cc1ccc(C(F)(F)F)cc1N1CCN(C(=O)[C@@H]2C[C@@H]2c2ccc(C(F)(F)F)nc2)CC1	91	94	74	104	103	87	85	77	85
NC(CSC(c1ccccc1)(c1ccccc1)c1ccc2c(c1)OCO2)C(=O)O (stereo not drawn)	31	38	7.3*	13	9.3*	39	25	-5.2*	13
COc1ccc(-c2ccn(CCC(=O)N3CCOCC3)n2)cc1OC1CCCC1	89	97	95	108	96	101	97	103	108
CCNc1nc(-c2ccc(Cl)c(OC)c2)c(-c2ccnc(NCCNS(=O)(=O)c3ccc(Cl)cc3)n2)s1	46	34	7.1*	30	56	37	17	5.0*	49
CCC(ON=C(C)C)C(=O)O (stereo not drawn)	104	104	105	114	107	108	116	101	107
Clc1nc(Cl)c2ncn(CC3(Cn4cnc5c(Cl)nc(Cl)nc54)COC3)c2n1	-97*	-99*	-100*	-89*	-85*	-74*	-90*	-70*	-73*
CCCCC/C(C)=N\NC(N)=S	87	105	12	67	98	88	79	55	93

Shown with two lines to a compound: 7 of the compounds above
Below each SMILES – SNB-75, SNB-19, HCT-116, SW-620, HCC-2998, SF-268, HCT-15, HT29, KM12
- c1ccc2c(c1)[nH]c1c(-c3ccc(-c4nccc5c4[nH]c4ccccc45)cc3)nccc12
    82, 106, 88, 108, 102, 105, 100, 89, 99
- COc1cc2nc(N3CCCC3)nc(Nc3ccccc3)c2cc1OC
    99, 50, -79*, -20*, -51*, -0.2*, -43*, -71*, 33
- COc1cc(-c2nc(-c3nnc(-c4ccc(C(F)(F)F)cc4)o3)c3ccccn23)cc(OC)c1OC
    77, 107, 77, 99, 94, 83, 90, 91, 92
- CN1C(=O)C(=Cc2ccc3c(c2)Cc2ccccc2-3)C(=O)N(C)C1=O
    76, 108, 103, 107, 107, 101, 96, 95, 105
- O=C(SCN1CCCCC1)c1ccccc1
    82, 102, 109, 114, 103, 104, 102, 98, 98
- CN1CCN(Cc2ccc(NC(=O)c3nc4ccc5[nH]ncc5c4c4c3CCCC4)cc2C(F)(F)F)CC1
    -90*, -89*, -90*, -60*, -81*, -76*, -75*, -83*, -73*
- CCCCC/C(C)=N\NC(N)=S
    87, 105, 12, 67, 98, 88, 79, 55, 93
